Assay outcomes from PubChem BioAssay.
GC-B act: human GC-B receptor activators, primary screen, HEK293 GC-B cells, cGMP TR-FRET, EC30 CNP; 0% at EC30 CNP, 100% saturating CNP; activation, % at 10 µM; 0.11% of 370,000 active; AID 1920062, 2024;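 active = activation at 10 µM reaching about 35% in either raw or pattern-adjusted values, limit read from the data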
DAX1 inh-1: DAX1 (NR0B1) inhibitors on StAR promoter, primary screen, cell-based, luminescence, SF-1 (NR5A1), full-length DAX-1; HEK293T StAR-luciferase reporter, SF-1/DAX-1 repression relief; inhibition, % at 6.8 µM; 1.1% of 370,000 active; AID 652010, 2013;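 active = inhibition above the mean over all tested compounds plus 3 SD, cut at about 3.6% in these data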;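 note: 0% = DAX-1 cells with DMSO and 100% = cells lacking DAX-1 with DMSO; higher inhibition means more luminescence from relief of DAX-1 repression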
SMARCA2 activ: SMARCA2 (BRM) function activators, primary screen, cell-based, luminescence, high throughput | MG213 cells, MMTV-luciferase reporter, dexamethasone, overnight | activation, % at 9.1 µM | 1% of 370,000 active; in the data active = activation above about 7.8%;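 note: 0% = vehicle wells and 100% = reference activator wells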
DAX1 inh-2: DAX1 (NR0B1) inhibitors, primary screen, cell-based, HEK293, Gal4-DAX1, luciferase luminescence. Nuclear receptor subfamily 0 group B member 1 (Homo sapiens), P51843. inhibition, % at 6.75 µM. HEK293 Gal4-DAX1 luciferase reporter. AID 504766, 2011. 0.99% of 340,000 active;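 active = inhibition above the mean over all tested compounds plus 3 SD, cut at about 4.2% in these data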;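 note: 0% = DAX1-transfected cells with DMSO and 100% = empty-vector control cells with DMSO; inhibition shows as a rise in luminescence from relieved DAX1 repression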
Target sequence (P51843 207-470 limits assumed): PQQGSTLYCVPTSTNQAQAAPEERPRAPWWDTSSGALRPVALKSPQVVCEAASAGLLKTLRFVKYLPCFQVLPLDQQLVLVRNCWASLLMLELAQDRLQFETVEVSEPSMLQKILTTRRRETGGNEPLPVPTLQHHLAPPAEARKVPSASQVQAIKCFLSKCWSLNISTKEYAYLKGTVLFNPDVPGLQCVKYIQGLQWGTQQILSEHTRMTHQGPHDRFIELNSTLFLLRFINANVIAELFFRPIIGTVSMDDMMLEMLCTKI
ADAM10 inh: human ADAM10 inhibitors, primary screen, biochemical, QFRET, HTS | Disintegrin and metalloproteinase domain-containing protein 10 (Homo sapiens), O14672 | recombinant ADAM10, EDANS/DABCYL FRET peptide cleavage, 3 h | inhibition, % at 7 µM | 0.62% of 370,000 active;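 active = inhibition above a per-campaign cutoff equal to the mean of compounds falling between control-based bounds plus 3 SD, cut at about 20% in these data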;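 note: 0% = DMSO wells while the 100% control is not disclosed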
Target sequence (O14672 214-748 limits assumed): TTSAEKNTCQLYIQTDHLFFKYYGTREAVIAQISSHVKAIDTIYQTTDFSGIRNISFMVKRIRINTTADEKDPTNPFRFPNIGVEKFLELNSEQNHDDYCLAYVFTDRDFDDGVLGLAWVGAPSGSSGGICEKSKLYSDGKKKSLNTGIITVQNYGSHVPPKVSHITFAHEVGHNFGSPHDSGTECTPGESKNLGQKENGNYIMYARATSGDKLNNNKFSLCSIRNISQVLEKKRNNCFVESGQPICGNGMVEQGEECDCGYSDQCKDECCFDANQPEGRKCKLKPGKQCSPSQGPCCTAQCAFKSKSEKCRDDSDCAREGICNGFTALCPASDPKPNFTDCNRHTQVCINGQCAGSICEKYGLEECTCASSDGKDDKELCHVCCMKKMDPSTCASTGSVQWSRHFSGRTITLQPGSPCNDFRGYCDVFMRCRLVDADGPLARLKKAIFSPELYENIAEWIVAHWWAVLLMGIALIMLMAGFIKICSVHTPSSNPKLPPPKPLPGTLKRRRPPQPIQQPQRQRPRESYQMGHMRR
hgDAF-12 ag: H. glycines DAF-12 receptor agonists, primary screen, cell-based, luminescence, HEK293, GAL4 fusion, UAS-luciferase | Nuclear hormone receptor DAF-12 (Heterodera glycines), GAL4 fusion | HEK293 GAL4-hgDAF12 UAS-luciferase reporter, agonist luminescence; normalized to butyrate control | activation, % at 6.8 µM | 1.8% of 370,000 active | AID 687014, 2013;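 active = activation above a cutoff set at the mean of all screened compounds plus 3 SD, cut at about 10% in these data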;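 note: 0% = DMSO wells and 100% = sodium butyrate wells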
ssDAF-12 act: S. stercoralis DAF-12 nuclear receptor activators, primary screen, cell-based, luminescence, HEK293, GRIP1 co-expression, lit1-tk-luc; Nuclear hormone receptor DAF-12 (Strongyloides stercoralis); HEK293 ssDAF-12/GRIP1 lit1-tk-luc reporter; % of 3 µM dafachronic acid response; activation, % at 6.8 µM; 1% of 370,000 active; AID 652126, 2013;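 active = activation above the mean over all tested compounds plus 3 SD, cut at about 0.9% in these data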;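 note: 0% = DMSO-only wells and 100% = 3 µM delta7-dafachronic acid wells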
hcDAF-12 act: H. contortus DAF-12 nuclear receptor activators, primary screen, cell-based, luminescence, HEK293, lit1-tk-luc reporter; HEK293 hcDAF-12 lit1-tk-luc reporter; 0% DMSO, 100% Δ7-dafachronic acid; activation, % at 6.8 µM; 1.4% of 370,000 active; AID 652067, 2013;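 active = activation above the mean of all tested compounds plus 3 SD, cut at about 5.5% in these data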;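 note: 100% = response to 3 µM Δ7-dafachronic acid high control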
sPLA2-III inh: human group III sPLA2 inhibitors, primary screen, biochemical, QFRET, BODIPY PC-A2 liposome substrate; Group 3 secretory phospholipase A2 (Homo sapiens), Q9NZ20; QFRET BODIPY PC-A2 liposome hydrolysis, fluorescence; inhibition, % at 12.2 µM; 0.56% of 370,000 active; AID 743126, 2013;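 active = inhibition above mean plus 3 SD of compounds lying within the high and low control bounds, cut at about 19% in these data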;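 note: 0% = median of test compound wells and 100% = no enzyme DMSO wells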
GC-A act: GC-A stimulated cGMP production enhancers – HEK293 GC-A cells, cGMP TR-FRET, EC30 ANP, primary screen; Atrial natriuretic peptide receptor 1 (Homo sapiens), P16066; 0% at EC30 ANP, 100% saturating ANP; activation, % at 10 µM; 0.14% of 370,000 active; AID 1671463, 2021; in the data active = activation above about 40%
GAA850 FXN act: FXN promoter activators, primary screen, cell-based, luciferase luminescence, HEK293 lucGAA850; HEK293 lucGAA850 FXN promoter luciferase reporter, 24 h; percent of 10 µM SAHA response; 0.56% of 360,000 active; activation, % at 6 µM; AID 540364, 2011;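 active = activation above the average of all compounds screened plus 3 SD, cutoff fixed separately per campaign, cut at about 7.5% in these data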;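 note: 0% = DMSO wells and 100% = 10 µM SAHA wells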
* = called active by the depositor; i = inactive; nt = not tested or not shown. Outcome played no part in choosing rows; 6.6% or so of the library scored in one or more.

mol	GC-B act	DAX1 inh-1	SMARCA2 activ	DAX1 inh-2	ADAM10 inh	hgDAF-12 ag	ssDAF-12 act	hcDAF-12 act	sPLA2-III inh	GC-A act	GAA850 FXN act
COc1c2occc2c(OC)c2c(=O)cc(C(F)(F)C(F)(F)F)oc12	0	0.1	2	-0.5	0	-1.1	-1.2	-0.3	-4	1	-1.3
O=C(O)CCC(=O)N1N=C(c2ccccc2)CC1c1ccc2nccnc2c1 (stereo not given)	1	0.1	-3	0.1	2	1.0	-1.6	-2.3	3	1	2.2
O=C(CNC(=O)c1ccc(Br)o1)Nc1ccc(N2CCCCCC2)cc1	-1	-0.7	1	1.3	1	-0.8	-0.5	-1.4	11	-7	0.2
CCN1CCN(C(=O)c2[nH]c3ccc(OC)cc3c2C)CC1	0	-0.3	-1	-0.3	-35	3.1	-1.6	-1.4	-5	3	-0.8
Cc1ccccc1Nc1nc(N)nc(CSc2nncn2C)n1	4	0.4	-1	0.2	4	-0.9	-1.6	0.7	0	3	-0.7
CC1CCN(CCOc2cc(Cl)ccc2Cl)CC1	-8	-0.2	-3	-0.6	4	0.8	-0.9	-0.6	4	-5	1.8
O=C1CCC[C@H]2C[C@H](NCc3ccc(Br)cc3)CC[C@]23CCCN13	4	nt	nt	nt	3	0.5	0.3	2.8	1	3	nt
COc1ccc(CN2C(=NC(=O)C3CC3)SC3CS(=O)(=O)CC32)cc1OC (stereo not given)	-4	0.2	-3	1.0	3	0.0	-1.3	-0.5	-4	-3	0.6
O=C(CN1C(=O)NC2(CCCCC2)C1=O)N1CCN(c2ncccn2)CC1	-3	1.1	-2	-0.4	-16	2.1	-1.2	0.7	8	-4	0.7
O=C(COC(=O)c1ccc(S(=O)(=O)N2CCc3ccccc3C2)cc1)NC1CCS(=O)(=O)C1 (stereo not given)	1	0.1	1	1.8	-5	4.3	-0.1	4.5	2	0	1.1
O=C(COC(=O)c1ccc(Br)cc1)NC(=O)NCc1ccccc1	0	1.6	0	1.1	-10	0.9	-0.9	-1.0	-2	3	-0.3
O=C(CSc1nc(-c2ccccc2)cc(C(F)(F)F)n1)NCc1ccco1	-7	-1.1	5	-0.4	11	0.3	-0.9	-0.6	-8	-8	-0.4
CN(C(=O)CCN1C(=O)/C(=C/c2ccccc2F)SC1=S)C1CCS(=O)(=O)C1 (stereo not given)	1	-0.3	-1	-0.1	-5	3.1	-1.4	-1.1	-6	1	1.5
CC(C)N1C(=O)C2(OCCCO2)c2cc(Br)ccc21	4	0.1	0	-1.5	-10	-1.8	-0.7	-2.0	1	-2	3.9
Cc1cccnc1NC(=O)C1CCN(S(=O)(=O)c2ccc3c(c2)CCC(=O)N3)CC1	2	-0.3	-1	0.9	3	2.6	-1.1	0.1	1	1	-0.8
Brc1ccc2ncc(Br)cc2c1	2	-0.8	3	0.1	1	2.0	-0.6	-2.3	-6	11	1.0
CN(C)S(=O)(=O)c1cc(NC(=O)CNCc2ccc(F)cc2)ccc1Cl	1	-0.1	2	0.7	1	1.0	-1.1	-0.7	0	-4	3.8
COc1ccc2c(c1)[C@H]1[C@H](CO2)[C@H](c2ccccc2)[C@]2(C)C(=O)Nc3ccccc3C(=O)N12	-2	0.5	2	1.2	15	2.0	-1.2	-1.6	-6	-5	-4.2
C=C(C)CNC(=S)N/N=C/c1ccc(N2CCOCC2)cc1	3	0.0	-1	0.5	i	2.9	-1.8	-0.8	5	-2	0.8
CCN(CC(=O)NCCN1CCOCC1)S(=O)(=O)c1ccc(F)cc1	-2	-0.1	-3	1.1	-3	0.0	-1.2	-1.2	-4	5	-5.0
COc1ccc2nc(SC(C)C(=O)NC3CCCC3)[nH]c2c1 (stereo not given)	2	-1.0	-1	-0.6	-5	-0.7	-1.1	-0.5	3	-3	-2.6
Cc1ccc(S(=O)(=O)N2[C@@H](CCO)OC[C@H]2C(C)C)cc1	3	0.4	-2	nt	-11	0.2	-1.2	-2.6	2	1	nt
CCN1C(C)=C(C)S/C1=C1\SC(=S)N(C2CCCCC2)C1=O	-8	-0.5	-3	0.2	-2	-1.3	-0.7	2.0	3	-4	1.1
Cc1cccc(/C=C2/SC(=O)N(Cc3ccccc3Cl)C2=O)n1	-10	-0.3	-3	0.4	10	2.7	-1.2	-0.9	6	1	1.7
Cc1cccc(CN2CCN(Cc3ccc4nonc4c3)CC2CCO)n1 (stereo not given)	-7	0.0	-1	1.8	-10	0.3	-1.0	-1.9	2	-2	1.2

The final four compounds of the part above open the next one:
mol	GC-B act	DAX1 inh-1	SMARCA2 activ	DAX1 inh-2	ADAM10 inh	hgDAF-12 ag	ssDAF-12 act	hcDAF-12 act	sPLA2-III inh	GC-A act	GAA850 FXN act
Cc1ccc(S(=O)(=O)N2[C@@H](CCO)OC[C@H]2C(C)C)cc1	3	0.4	-2	nt	-11	0.2	-1.2	-2.6	2	1	nt
CCN1C(C)=C(C)S/C1=C1\SC(=S)N(C2CCCCC2)C1=O	-8	-0.5	-3	0.2	-2	-1.3	-0.7	2.0	3	-4	1.1
Cc1cccc(/C=C2/SC(=O)N(Cc3ccccc3Cl)C2=O)n1	-10	-0.3	-3	0.4	10	2.7	-1.2	-0.9	6	1	1.7
Cc1cccc(CN2CCN(Cc3ccc4nonc4c3)CC2CCO)n1 (stereo not given)	-7	0.0	-1	1.8	-10	0.3	-1.0	-1.9	2	-2	1.2
CCOc1ccc(-c2cc(C(=O)OC)[nH]n2)cc1	-1	3.3	4	1.1	3	5.0	0.1	1.7	-2	0	1.8
Cc1ccc(S(=O)(=O)N2CCOCC2)cc1C(=O)c1nccn1C	1	-0.3	1	0.4	7	1.5	-1.3	0.3	6	2	0.0
O=C1C2Sc3[nH]c(=O)sc3C(c3ccccc3)C2C(=O)N1c1ccccc1 (stereo not given)	4	0.9	2	0.8	-4	1.4	-1.2	1.8	-18	3	0.5
CCC(C)Sc1nc2c(c(=O)[nH]1)C(c1cccs1)C1=C(CCCC1=O)N2 (stereo not given)	-13	-1.1	-6	0.1	-55	-0.8	-1.4	-2.1	6	-1	-1.7
CCOc1cc2c(C)cc(=O)oc2cc1Cl	2	-0.6	9.9*	0.9	-75	2.8	-0.6	1.1	4	1	0.4
CCOC(=O)c1c(C)c(C(=O)NCc2ccco2)c(C)n1CC	5	-0.3	0	0.7	-1	-4.9	-1.3	-2.7	-6	1	0.4
Nc1ncnc2nc(SCc3ccccc3)[nH]c12	5	0.0	1	-0.2	-3	0.7	-0.9	0.0	2	0	3.0
CC(=O)c1ccc(NC(=O)CCc2c(C)nn(-c3ccc(N4CCOCC4)nn3)c2C)cc1	0	0.8	0	1.0	1	2.8	-0.6	-0.8	-4	-2	2.0
COc1ccc(C(C(=O)NC2CCCC2)N(C(=O)c2ccco2)c2ccccc2OC)cc1 (stereo not given)	-5	-0.1	1	-0.6	3	0.5	-1.1	0.1	-3	-7	1.9
O=C(OCc1nnc(-c2ccccc2)o1)c1cc(S(=O)(=O)N2CCOCC2)ccc1F	18	-0.1	-1	-2.1	-10	-0.5	-1.4	1.8	6	13	1.7
Cc1sc(NC(=S)Nc2ccc(F)cc2)c(C(N)=O)c1C	-2	-0.3	-3	0.0	2	0.8	-1.0	2.2	-1	3	2.5
NC1=NCc2ccccc21	-1	0.2	3	0.6	4	-2.7	-1.4	-1.9	1	1	-0.3
Nc1nc(Cl)cc(N2CCC(c3cc(-c4ccc(Cl)cc4)n[nH]3)CC2)n1	-15	-3.4	-5	-1.1	32*	-3.6	-2.2	-4.5	-68	35	3.8
CCC(c1nnnn1-c1ccc2c(c1)OCCO2)N1CCN(C(=O)C2CCCO2)CC1 (stereo not given)	4	-0.3	-2	nt	-11	-2.1	-0.8	2.3	5	5	nt
Nc1ccc(N=Nc2ccccc2O)c(N)c1	-8	0.8	1	nt	-59	3.4	1.6*	3.2	21*	-2	2.0
COc1ccc(CC(=O)NCc2ccccc2Cl)cc1S(=O)(=O)N1CCOCC1	8	-0.5	-2	2.2	-5	0.2	-1.1	-0.6	-5	5	0.2
Cc1sc2nc(CSCC(=O)N(C)CC(=O)Nc3ccc(F)cc3)[nH]c(=O)c2c1C	-1	1.6	-2	-0.8	-37	1.1	-1.2	-2.2	-6	-4	3.1
O=C(Nc1ccc(F)c(C(F)(F)F)c1)Nc1nnc(-c2ccncc2)s1	-5	nt	nt	nt	-114	4.4	-0.6	-2.0	9	3	nt
CCSc1nc(C)nc2c1oc1ccccc12	-10	0.2	-5	-1.1	2	2.0	-1.4	-0.6	5	-3	0.3
Cc1ccc(S(=O)(=O)N(C#N)c2nc(C)cc(C)n2)cc1	-2	-0.4	1	-0.3	-10	0.7	-0.9	-1.0	-3	1	1.5
O=c1cnnc(Nc2ccc(Cl)c(C(F)(F)F)c2)[nH]1	-1	0.1	0	1.9	3	1.4	-1.4	1.6	-15	-1	1.1
CC1CCCCC1NCC(=O)NCc1ccc(F)cc1 (stereo not given)	0	-0.3	-3	-0.1	-5	-1.7	0.4	-1.3	10	-3	1.9
COC(=O)[C@]12C(=O)C(C)=C(O)[C@@]1(C)C(C)=CC1[C@@]34CC[C@@H](OC(C)=O)C(C)(C)C3C(C[C@]12C)OC4=O (stereo not given in full)	0	1.1	2	3.5	-7	2.6	-1.5	0.3	1	0	8.8*

Part of the list above, with two lines to a compound:
Each structure is followed by: GC-B act, DAX1 inh-1, SMARCA2 activ, DAX1 inh-2, ADAM10 inh, hgDAF-12 ag, ssDAF-12 act, hcDAF-12 act, sPLA2-III inh, GC-A act, GAA850 FXN act
- Cc1ccc(S(=O)(=O)N2CCOCC2)cc1C(=O)c1nccn1C
 : 1, -0.3, 1, 0.4, 7, 1.5, -1.3, 0.3, 6, 2, 0.0
- O=C1C2Sc3[nH]c(=O)sc3C(c3ccccc3)C2C(=O)N1c1ccccc1 (stereo not given)
 : 4, 0.9, 2, 0.8, -4, 1.4, -1.2, 1.8, -18, 3, 0.5
